NSD2 block: inhibitors of human NSD2, primary screen, biochemical, plate reader, single point | inhibition, % at 12.5 µM | NSD2-SET H3K36me1 DELFIA fluorescence | Histone-lysine N-methyltransferase NSD2 (Homo sapiens), O96028 | actives 0.07% (n = 44,000); in the data active means inhibition above about 54%, passing the limit was not always enough; inconclusive means no clear call, values can overlap the other calls;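 further: inhibitors reduce the monomethyl H3K36 fluorescence signal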
Target sequence (O96028 whole entry, looked up): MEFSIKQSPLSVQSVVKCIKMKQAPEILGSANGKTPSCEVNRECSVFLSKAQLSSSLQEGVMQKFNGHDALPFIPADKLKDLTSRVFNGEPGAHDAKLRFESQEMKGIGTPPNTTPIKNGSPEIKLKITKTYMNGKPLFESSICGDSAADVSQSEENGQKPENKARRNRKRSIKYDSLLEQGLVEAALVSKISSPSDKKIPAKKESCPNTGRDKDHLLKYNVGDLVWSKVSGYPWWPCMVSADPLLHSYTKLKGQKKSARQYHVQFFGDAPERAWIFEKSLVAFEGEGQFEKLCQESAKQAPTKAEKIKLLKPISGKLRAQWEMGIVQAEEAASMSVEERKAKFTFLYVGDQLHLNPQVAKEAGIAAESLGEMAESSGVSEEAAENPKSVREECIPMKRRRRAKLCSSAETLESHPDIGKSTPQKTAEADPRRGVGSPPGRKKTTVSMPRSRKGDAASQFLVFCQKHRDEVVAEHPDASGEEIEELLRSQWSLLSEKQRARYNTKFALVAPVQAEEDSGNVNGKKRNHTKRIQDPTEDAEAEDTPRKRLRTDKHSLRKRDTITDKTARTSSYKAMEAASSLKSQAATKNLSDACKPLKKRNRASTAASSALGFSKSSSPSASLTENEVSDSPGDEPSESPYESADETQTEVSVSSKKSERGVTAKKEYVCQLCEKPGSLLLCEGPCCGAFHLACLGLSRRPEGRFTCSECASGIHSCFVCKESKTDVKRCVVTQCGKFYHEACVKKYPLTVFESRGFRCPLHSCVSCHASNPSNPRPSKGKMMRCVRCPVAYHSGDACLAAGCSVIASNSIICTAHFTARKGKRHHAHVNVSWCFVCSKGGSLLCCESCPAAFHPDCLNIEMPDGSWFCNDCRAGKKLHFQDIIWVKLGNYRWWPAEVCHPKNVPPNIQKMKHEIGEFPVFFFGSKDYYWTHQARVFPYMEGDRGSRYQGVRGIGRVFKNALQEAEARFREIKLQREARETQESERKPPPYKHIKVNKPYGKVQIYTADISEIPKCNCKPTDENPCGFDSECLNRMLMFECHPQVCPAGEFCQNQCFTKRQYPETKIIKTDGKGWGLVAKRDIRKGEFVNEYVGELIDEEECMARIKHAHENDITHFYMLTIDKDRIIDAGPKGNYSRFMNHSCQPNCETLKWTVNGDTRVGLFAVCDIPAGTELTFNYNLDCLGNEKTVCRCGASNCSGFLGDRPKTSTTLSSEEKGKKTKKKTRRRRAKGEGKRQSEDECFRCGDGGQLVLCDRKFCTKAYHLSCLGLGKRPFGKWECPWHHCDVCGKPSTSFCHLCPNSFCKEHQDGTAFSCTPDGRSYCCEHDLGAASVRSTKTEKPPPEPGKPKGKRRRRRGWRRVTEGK
Active calls of the source: *; i = inactive; ? = inconclusive. The list is partial; the hit share may differ from the screen's.

SMILES	NSD2 block
C[C@@H]1CN([C@H](C)CO)C(=O)c2cc(NS(=O)(=O)c3cn(C)cn3)ccc2O[C@@H](C)CCCCO[C@@H]1CN(C)S(=O)(=O)c1ccccc1	-1.7
CNC[C@H]1Oc2ccc(NC(=O)NC3CCCCC3)cc2C(=O)N([C@H](C)CO)C[C@@H]1C	-1.0
C[C@@H]1CN([C@H](C)CO)C(=O)c2cccc(NC(=O)CCCCCC(=O)Nc3ccccc3N)c2O[C@@H]1CN(C)S(=O)(=O)c1cccs1	1.4
COc1ccc(CN(C)C[C@H]2Oc3ccc(NC(=O)Nc4cccc5ccccc45)cc3C(=O)N([C@@H](C)CO)C[C@H]2C)cc1	3.8
C[C@@H]1CN([C@H](C)CO)S(=O)(=O)c2ccc(C3=CCCC3)cc2O[C@H]1CN(C)CC1CCOCC1	5.6
C/C=C/c1ccc2c(c1)O[C@H](CN(C)C(=O)NC1CCCC1)[C@H](C)CN([C@H](C)CO)S2(=O)=O	-3.3
COc1cc(C(C)/C=C(/C)CC(=O)O)oc(=O)c1C (stereo unspecified)	1.7
C[C@@H]1CN([C@@H](C)CO)S(=O)(=O)c2ccc(C3=CCCCC3)cc2O[C@H]1CN(C)S(=O)(=O)c1cn(C)cn1	5.6
C[C@H](CO)N1C[C@H](C)[C@@H](CN(C)C(=O)CC2CC2)Oc2cc(C#CCC3CCCC3)ccc2S1(=O)=O	1.8
Cc1ccc(S(=O)(=O)Nc2ccc3c(c2)C(=O)N([C@@H](C)CO)C[C@H](C)[C@@H](CN(C)Cc2ccc4c(c2)OCO4)O3)cc1	-1.1
O=C1c2ccccc2-c2nn(C(=O)Cc3ccccc3)c3cccc1c23	0.0
CC(=O)N(C)C[C@H]1Oc2ncc(-c3ccccc3F)cc2C(=O)N([C@H](C)CO)C[C@@H]1C	0.9
COc1ccccc1-c1cnc2c(c1)C(=O)N([C@H](C)CO)C[C@H](C)[C@H](CN(C)CC1CCCC1)O2	-2.5
CCC(=O)N(C)C[C@@H]1Oc2ncc(C#Cc3ccncc3)cc2C(=O)N([C@@H](C)CO)C[C@@H]1C	4.4
COCC#Cc1cnc2c(c1)C(=O)N([C@@H](C)CO)C[C@@H](C)[C@H](CN(C)C(=O)CCN1CCCCC1)O2	3.8
C=CCN(C(=O)c1cc2cc3cc(OC)ccc3nc2s1)c1ccccc1	4.3
C[C@H]1CN([C@@H](C)CO)C(=O)Cc2cc(NC(=O)Cn3cnnn3)ccc2O[C@@H]1CN(C)Cc1ccc(C(=O)O)cc1	1.0
CCCN(C)C[C@@H]1Oc2cc(C#CC3CCCC3)ccc2S(=O)(=O)N([C@@H](C)CO)C[C@H]1C	-0.4
C[C@@H]1CN([C@@H](C)CO)C(=O)c2cc(NC(=O)Cn3cnnn3)ccc2O[C@@H]1CN(C)Cc1ccc(Cl)c(Cl)c1	-3.8
CCC(=O)N(C)C[C@H]1Oc2ncc(C#CC3(O)CCCC3)cc2C(=O)N([C@H](C)CO)C[C@@H]1C	-1.3
C/C=C/c1ccc2c(c1)O[C@@H](CN(C)C(=O)Nc1ccc(F)cc1)[C@@H](C)CN([C@@H](C)CO)S2(=O)=O	-0.1
CNC[C@@H]1Oc2ccc(NC(=O)Nc3ccc(C(F)(F)F)cc3)cc2C(=O)N([C@@H](C)CO)C[C@@H]1C	-3.2
O=C(C[C@H]1C[C@@H]2c3cc(NC(=O)Nc4ccccc4F)ccc3O[C@@H]2[C@@H](CO)O1)NCc1cc(F)ccc1F	-10.0
Cc1ccc(S(=O)(=O)N(C)C[C@@H]2Oc3ccc(NC(=O)Nc4cccc5ccccc45)cc3C(=O)N([C@@H](C)CO)C[C@H]2C)cc1	-8.2
C[C@H](CO)N1C[C@H](C)[C@H](CN(C)C)Oc2ccc(NC(=O)CCCCCC(=O)Nc3ccccc3N)cc2C1=O	7.3
C[C@H]1CN([C@@H](C)CO)C(=O)Cc2cc(NC(=O)CCC(F)(F)F)ccc2O[C@H]1CN(C)CC1CCCCC1	-3.1
C[C@H]1CN([C@@H](C)CO)S(=O)(=O)c2ccc(C3=CCCC3)cc2O[C@@H]1CN(C)Cc1ccccc1F	5.2
COc1cccc(NC(=O)N(C)C[C@H]2Oc3cc(C#Cc4ccccc4)ccc3S(=O)(=O)N([C@@H](C)CO)C[C@H]2C)c1	?
COc1ccc(NC(=O)Nc2ccc3c(c2)C(=O)N([C@@H](C)CO)C[C@@H](C)[C@@H](CN(C)C(=O)CCCN(C)C)OCCCC[C@H](C)O3)cc1	28.4
C[C@H](CO)N1C[C@H](C)[C@@H](CN(C)S(=O)(=O)c2ccc(F)cc2)Oc2ccc(NC(=O)Cn3cnnn3)cc2CC1=O	3.5

(cont.)
SMILES	NSD2 block
CCCC(=O)Nc1ncnc2c1ncn2[C@@H]1O[C@@H]2OP(=O)(O)OC[C@H]2[C@H]1OC(=O)CCC	-3.0
C[C@@H]1CN([C@H](C)CO)C(=O)c2cc(C#Cc3ccccc3)cnc2O[C@H]1CN(C)C(=O)CCN1CCCCC1	11.4
C[C@@H]1CN([C@@H](C)CO)C(=O)c2cc(NC(=O)Nc3ccc4c(c3)OCO4)ccc2O[C@H]1CN(C)Cc1ccc(C(F)(F)F)cc1	-10.4
C[C@H](CO)N1C[C@H](C)[C@@H](CN(C)C(=O)Nc2ccccc2)Oc2ccc(NC(=O)Nc3ccc4c(c3)OCO4)cc2CC1=O	-2.6
O=C(Nc1ccc(S(=O)(=O)Nc2nccs2)cc1)N1c2ccccc2Sc2ccccc21	-0.6
CC1(C)COC(/C=C(\N)c2ccc(Br)cc2)=N1	-2.5
C[C@@H]1CN([C@@H](C)CO)C(=O)Cc2cc(NC(=O)NC3CCCCC3)ccc2O[C@H]1CN(C)Cc1ccc(Cl)c(Cl)c1	-2.9
C[C@H]1CN([C@@H](C)CO)S(=O)(=O)c2ccc(C#Cc3ccncc3)cc2O[C@H]1CN(C)C	-5.2
C[C@@H]1CN([C@H](C)CO)S(=O)(=O)c2ccc(-c3cncnc3)cc2O[C@H]1CN(C)C(=O)CN(C)C	3.0
COc1ccc(NC(=O)N(C)C[C@@H]2OCCCC[C@H](C)Oc3ccc(NC(=O)Nc4ccc(C(F)(F)F)cc4)cc3C(=O)N([C@H](C)CO)C[C@@H]2C)cc1	-6.5
C[C@H](CO)N1C[C@H](C)[C@H](CN(C)Cc2ccc(F)cc2)OCc2ccccc2-c2ccccc2C1=O	-2.0
CCCN(C)C[C@H]1Oc2cc(-c3ccc(C#N)cc3)ccc2S(=O)(=O)N([C@@H](C)CO)C[C@H]1C	4.4
C[C@H]1CN([C@@H](C)CO)C(=O)Cc2cc(NC(=O)c3ccncc3)ccc2O[C@H]1CN(C)C(=O)Nc1ccccc1	4.4
CC(C)=CCCC(C)(O)C(O)Cc1cc(C(=O)O)cc(CC=C(C)C)c1O (stereo unspecified)	-1.4
O=C(O)Cc1cc(I)c(Oc2ccc(O)c(I)c2)c(I)c1	-8.7
C[C@@H]1CN([C@@H](C)CO)C(=O)Cc2cc(NC(=O)CCCN(C)C)ccc2O[C@H]1CN(C)S(=O)(=O)c1ccc(Cl)cc1	5.1
COc1ccc(C#Cc2cnc3c(c2)C(=O)N([C@@H](C)CO)C[C@H](C)[C@H](CN(C)CC2CCOCC2)O3)cc1	-2.4
COc1ccc(NC(=O)Nc2ccc3c(c2)C(=O)N([C@@H](C)CO)C[C@@H](C)[C@H](CN(C)S(=O)(=O)c2ccc(F)cc2)O3)cc1	-6.3
C[C@H]1CCCCO[C@@H](CN(C)Cc2ccccc2)[C@@H](C)CN([C@@H](C)CO)C(=O)c2cc(NS(=O)(=O)c3cccs3)ccc2O1	0.6
C[C@@H]1CN([C@@H](C)CO)S(=O)(=O)c2ccc(-c3ccncc3)cc2O[C@@H]1CN(C)Cc1ccccn1	-2.4
C[C@H](CO)N1C[C@H](C)[C@H](CN(C)S(=O)(=O)c2ccc(Cl)cc2)Oc2c(NC(=O)NC3CCCCC3)cccc2C1=O	3.4
C/C=C/c1ccc2c(c1)O[C@H](CN(C)C(=O)Nc1cccc(F)c1)[C@H](C)CN([C@H](C)CO)S2(=O)=O	1.9
Cc1ccc(-c2cnc3c(c2)C(=O)N([C@@H](C)CO)C[C@@H](C)[C@@H](CN(C)C(=O)c2cccnc2)O3)cc1	-1.9
COc1ccc(/C=C/C(=O)O[C@H]2[C@@H]3C=CO[C@@H](O[C@@H]4O[C@H](CO)[C@@H](O)[C@H](O)[C@H]4O)[C@@H]3[C@@]3(CO)O[C@@H]23)cc1O	-1.5
C/C=C/c1ccc2c(c1)O[C@@H](CN(C)C(=O)Nc1ccc(OC)cc1)[C@H](C)CN([C@@H](C)CO)S2(=O)=O	-0.9
Cc1noc(C)c1NC(=O)N(C)C[C@@H]1OCCCC[C@H](C)Oc2ccc(NC(=O)c3ccccc3)cc2C(=O)N([C@@H](C)CO)C[C@H]1C	-2.9
CCCNC(=O)N(C)C[C@H]1Oc2ncc(C#CCC3CCCC3)cc2C(=O)N([C@H](C)CO)C[C@@H]1C	-3.7
CC(C)NC(=O)Nc1ccc2c(c1)C(=O)N([C@@H](C)CO)C[C@@H](C)[C@@H](CN(C)S(=O)(=O)c1ccc(Cl)cc1)OCCCC[C@H](C)O2	-0.1
COc1ccc(NC(=O)N(C)C[C@@H]2Oc3ncc(C#CCC(C)C)cc3C(=O)N([C@H](C)CO)C[C@@H]2C)cc1	-3.0
CCCc1c(-c2ccc(O)cc2)nn(-c2ccc(O)cc2)c1-c1ccc(O)cc1	-6.9

Exported as labelled records: 4 of the compounds above.
CC1(C)COC(/C=C(\N)c2ccc(Br)cc2)=N1
  NSD2 block: -2.5
C[C@@H]1CN([C@@H](C)CO)C(=O)Cc2cc(NC(=O)NC3CCCCC3)ccc2O[C@H]1CN(C)Cc1ccc(Cl)c(Cl)c1
  NSD2 block: -2.9
C[C@H]1CN([C@@H](C)CO)S(=O)(=O)c2ccc(C#Cc3ccncc3)cc2O[C@H]1CN(C)C
  NSD2 block: -5.2
C[C@@H]1CN([C@H](C)CO)S(=O)(=O)c2ccc(-c3cncnc3)cc2O[C@H]1CN(C)C(=O)CN(C)C
  NSD2 block: 3.0

Further records:
SMILES	NSD2 block
CCOC(=O)N(C)C[C@@H]1OCc2cnnn2CCCC(=O)N([C@@H](C)CO)C[C@H]1C	3.5
C[C@H]1CN([C@@H](C)CO)C(=O)c2cc(NS(=O)(=O)c3ccccc3)ccc2O[C@H]1CN(C)Cc1ccc(C(F)(F)F)cc1	-5.5
COc1c(C)c2c(c(O)c1C/C=C(/C)CCC(=O)O)C(=O)OC2	0.4
C[C@@H]1CN([C@H](C)CO)C(=O)c2cc(NC(=O)CCCN(C)C)ccc2O[C@@H](C)CCCCO[C@H]1CN(C)S(=O)(=O)c1ccccc1	2.1
C[C@@H]1CN([C@H](C)CO)C(=O)c2cc(NC(=O)Cc3cn(C)c4ccccc34)ccc2O[C@@H]1CN(C)C(=O)Nc1ccc(F)cc1	-3.5
C[C@H](CO)N1C[C@H](C)[C@@H](CN(C)Cc2ccccn2)Oc2cc(C#CCN(C)C)ccc2S1(=O)=O	12.2
Cc1ccc(S(=O)(=O)Nc2ccc3c(c2)C(=O)N([C@@H](C)CO)C[C@@H](C)[C@H](CN(C)S(=O)(=O)c2ccc(C)cc2)OCCCC[C@@H](C)O3)cc1	-6.8
C[C@@H]1CN([C@H](C)CO)C(=O)c2cc(NC(=O)c3ccccc3)ccc2O[C@@H](C)CCCCO[C@H]1CN(C)S(C)(=O)=O	2.1
C[C@@H]1CCCCO[C@@H](CN(C)S(=O)(=O)c2ccc(F)cc2)[C@@H](C)CN([C@H](C)CO)C(=O)c2cc(NC(=O)CCCCCC(=O)Nc3ccccc3N)ccc2O1	-0.9
C[C@@H]1CCCCO[C@@H](CN(C)C(=O)Nc2ccc3c(c2)OCO3)[C@@H](C)CN([C@H](C)CO)C(=O)c2cc(NC(=O)Nc3ccccc3)ccc2O1	-7.1

Reformatted: entries from further up
> C[C@@H]1CN([C@H](C)CO)C(=O)c2cc(NC(=O)Cc3cn(C)c4ccccc34)ccc2O[C@@H]1CN(C)C(=O)Nc1ccc(F)cc1
  NSD2 block: -3.5
> C[C@H]1CN([C@@H](C)CO)C(=O)c2cc(NS(=O)(=O)c3ccccc3)ccc2O[C@H]1CN(C)Cc1ccc(C(F)(F)F)cc1
  NSD2 block: -5.5

Other results:
SMILES	NSD2 block
CC(=O)N(C)C[C@@H]1Oc2ncc(C#Cc3ccccc3)cc2C(=O)N([C@H](C)CO)C[C@@H]1C	-12.4
C[C@H](CO)N1C[C@H](C)[C@H](CN(C)Cc2ccc(C(=O)O)cc2)Oc2ccc(NC(=O)c3ccncc3)cc2C1=O	8.9
Cc1noc(C)c1NC(=O)N(C)C[C@H]1Oc2ccc(NC(=O)Nc3ccc(F)cc3)cc2CC(=O)N([C@H](C)CO)C[C@H]1C	4.2
CO[C@@H](CN(C)C(=O)C1CCOCC1)[C@@H](C)CN([C@@H](C)CO)S(=O)(=O)c1ccccc1	1.2
C[C@@H]1CN([C@H](C)CO)C(=O)Cc2cc(N(C)C)ccc2O[C@@H]1CN(C)Cc1ccccc1	-4.3
Cc1noc(C)c1NC(=O)Nc1cccc2c1O[C@H](CN(C)C(=O)Nc1ccc(C(F)(F)F)cc1)[C@@H](C)CN([C@H](C)CO)C2=O	1.3
C/C=C/c1ccc2c(c1)O[C@H](CN(C)Cc1cccc(F)c1)[C@@H](C)CN([C@@H](C)CO)S2(=O)=O	i
O=c1c2ccccc2oc2ccc(O)cc12	5.2
C[C@H](CO)N1C[C@H](C)[C@@H](CN(C)Cc2ccccc2)Oc2cc(C#CC3CC3)ccc2S1(=O)=O	11.0
C[C@H](CO)N1C[C@H](C)[C@@H](CN(C)Cc2ccc(F)cc2)Oc2cc(C#CC(C)(C)O)ccc2S1(=O)=O	-4.0
